From PubChem BioAssay
TRHR ag: activates the human TRH receptor; P34981; TRHR cells, calcium flux fluo-8, FDSS agonist mode; activation, % at 2 µM; hit rate 0.18% among 360,000; AID 493084; in the data active means activation above about 30%; further: 0% is about no effect
Target sequence (P34981 whole entry, looked up): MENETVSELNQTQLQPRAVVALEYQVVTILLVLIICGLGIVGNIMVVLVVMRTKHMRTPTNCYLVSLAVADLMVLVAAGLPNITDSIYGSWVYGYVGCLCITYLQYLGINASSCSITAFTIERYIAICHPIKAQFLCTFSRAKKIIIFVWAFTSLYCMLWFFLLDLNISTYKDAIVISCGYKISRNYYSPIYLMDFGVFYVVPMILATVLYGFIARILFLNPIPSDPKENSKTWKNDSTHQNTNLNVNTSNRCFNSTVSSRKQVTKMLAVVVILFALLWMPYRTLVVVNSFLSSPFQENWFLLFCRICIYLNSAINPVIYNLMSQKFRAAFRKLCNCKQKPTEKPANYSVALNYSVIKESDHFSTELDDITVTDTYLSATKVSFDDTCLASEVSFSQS
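Fluo-8-loaded TRHR cells; 10 s baseline, compound added, kinetic Ca2+ fluorescence read 1/s, agonist mode.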
D1 ag: activates the human D1 dopamine receptor; hit rate 1% among 360,000; AID 504660; activation, % at 2 µM; HEK293 T-REx D1 cells, calcium flux, agonist mode; in the data active means activation above about 30%; further: 0% is about no effect
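Tetracycline-induced HEK293 TREx D1 cells, force-coupled to calcium signalling, were dye-loaded with a no-wash calcium kit. Compound was pin-added after a 10 s baseline. Fluorescence was read kinetically at 1 cycle/s for 180 s, with calcium rises flagged as agonism.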
Apoferritin bind: binds horse apoferritin like a general anesthetic | P02791 | hit rate 0.074% among 350,000 | apoferritin/1-aminoanthracene competitive binding, fluorescence | Potency, µM (top dose mostly 77.5 µM), for inactives: top-dose activity change, negative = displacement, usual class: inhibitors; further: potency means the concentration at half of the fitted maximal effect; on the % scale 0 is the no-effect control and ±100 the full control effect; nearly all actives have a fitted effect of over 20% in size
Target sequence (P02791 2-175 limits assumed): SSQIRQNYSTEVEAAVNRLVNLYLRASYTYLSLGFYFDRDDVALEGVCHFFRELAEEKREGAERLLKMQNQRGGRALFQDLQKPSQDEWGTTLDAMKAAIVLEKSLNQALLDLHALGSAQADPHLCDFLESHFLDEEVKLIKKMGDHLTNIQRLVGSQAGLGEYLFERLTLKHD
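Concentration-response curves derived by four-parameter Hill fitting of normalized fluorescence, where compounds displaced 1-AMA from 10 uM horse apoferritin following a brief 10 min room-temperature incubation; propofol titration acted as positive control.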
D2 potentiator: positively modulates the human D2 dopamine receptor allosterically; hit rate 0.34% among 340,000; P14416; HEK293 T-REx D2, calcium flux, EC20 dopamine potentiation; potentiation, % at 10 µM;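 active means potentiation over 3 SD above the plate norm, cut at about 30% in these data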; further: 0% is about no effect
Target sequence (P14416 whole entry, looked up): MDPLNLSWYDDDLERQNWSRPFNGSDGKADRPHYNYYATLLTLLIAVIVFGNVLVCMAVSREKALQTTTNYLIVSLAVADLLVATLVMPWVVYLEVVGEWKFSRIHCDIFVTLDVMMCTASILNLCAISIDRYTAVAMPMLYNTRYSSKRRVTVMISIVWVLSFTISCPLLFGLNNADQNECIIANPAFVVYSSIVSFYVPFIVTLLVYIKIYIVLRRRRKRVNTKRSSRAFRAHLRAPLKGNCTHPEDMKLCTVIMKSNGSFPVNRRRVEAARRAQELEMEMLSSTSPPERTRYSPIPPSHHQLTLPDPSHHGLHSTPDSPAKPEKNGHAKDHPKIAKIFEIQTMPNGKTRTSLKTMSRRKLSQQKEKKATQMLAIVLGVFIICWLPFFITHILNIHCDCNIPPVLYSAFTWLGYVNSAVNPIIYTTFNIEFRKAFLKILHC
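Tetracycline-induced HEK293 T-REx cells force-coupled to calcium signalling expressed D2; compounds were pin-added after a 10 s baseline, read kinetically 180 s, then an EC20 dopamine challenge followed with a further 180 s calcium read.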
D1 antag: human D1 dopamine receptor antagonism; P21728; HEK293 TREx D1 cells, calcium flux, dopamine EC80; active compounds read low; activity change, negative = inhibition, % at 10 µM; hit rate 3.2% among 360,000; AID 504652; in the data active means activity change below about -30%; further: on the % scale 0 is the no-effect control and ±100 the full control effect
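HEK293 T-REx cells expressing inducible, force-coupled D1 receptor; no-wash Ca dye, 30–90 min RT. Cmpd → 180 s read at 1 Hz → EC80 DA → 180 s read.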
RXFP1 ag: RXFP1 (human) receptor agonism; Q9HBX9; HEK293T-RXFP1 cAMP TR-FRET, 30 min; response scale: percent of porcine relaxin response, buffer zero; Potency, µM (doses to about 57.5 µM), without a hit: top-dose activation, hits mostly activators; hit rate 0.3% among 370,000; further: potency means the concentration at half of the fitted maximal effect; on the % scale 0 is the no-effect control and ±100 the full control effect; nearly all actives have a fitted effect of over 60% in size; many of its hits are not listed in these tables
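Agonist response is measured as cAMP accumulation in an RXFP1-transfected HEK293T line under PDE4 inhibition. Values are scaled between buffer-only and 29 nM porcine relaxin, and EC50s come from standard Hill equation fits.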
D1 PAM: potentiators of human D1 dopamine receptor | HEK293 TREx D1 cells, calcium flux, dopamine EC20 potentiation | potentiation, % at 10 µM | hit rate 0.036% among 360,000 | AID 504651; in the data active means potentiation above about 30%; further: 0% is about no effect
TRHR PAM: allosteric enhancers of human TRH receptor | TRHR cells, fluo-8 calcium fluorescence, EC20 TRH enhancement | enhancement, % at 2 µM | hit rate 0.66% among 360,000 | AID 493056; in the data active means enhancement above about 30%; further: 0% is about no effect
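TRHR-expressing cells loaded with fluo-8 calcium dye were read kinetically (ex 480/em 530) during compound addition, then stimulated with an EC20 of TRH (10 nM final). Enhancement of the Gq-mediated intracellular calcium response was scored.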
RXFP1 antag: antagonists of human relaxin receptor RXFP1. Q9HBX9. HEK293-RXFP1, relaxin-stimulated cAMP HTRF, 30 min; active compounds read low. activity change, negative = inhibition, % at 57.5 µM. hit rate 0.59% among 350,000. AID 1259400;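 active means activity change of -60% or lower, but not beyond a set lower limit; inconclusive means change between -60% and -40%, or beyond the set limit; inactive means change above -40%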; further: on the % scale 0 is the no-effect control and ±100 the full control effect
Numbers without * were called inactive; ? = inconclusive; nt = not tested or not shown; [ ] = remark or other dose. Unless noted, the call rests on the fitted dose curve; in most records, active means well fitted curve in the direction sought with a large enough effect; inconclusive means small, poorly fitted or top-dose-only effect, or another doubt; inactive means no such curve, though single readings can be large; an effect the other way counts as inactive or inconclusive. Not all compounds are listed; count on the stated rates, not on these rows.

| cpd | Compound | TRHR ag | D1 ag | Apoferritin bind | D2 potentiator | D1 antag | RXFP1 ag | D1 PAM | TRHR PAM | RXFP1 antag |
| --- | --- | --- | --- | --- | --- | --- | --- | --- | --- | --- |
| 1 | Cc1ccc(C)c(N2CCN(C(=O)Cn3cnc4onc(-c5ccc(F)cc5)c4c3=O)CC2)c1 | 0.6 | 2 | -14% | -4 | -7 | 1.4% | 8 | 8 | nt |
| 2 | CCc1[nH]nc(C(=O)N2CCCC(C(=O)c3cccc(C(F)(F)F)c3)C2)c1C (stereo not given) | 0.6 | 9 | ? | 6 | -9 | 1.9% | -2 | 7 | -2 |
| 3 | N#CCNC1CC(=O)N(c2ccccc2)C1=O (stereo not given) | 0.3 | -1 | -1% | -2 | -4 | 0.2% | -10 | 0 | 15 |
| 4 | COc1ccc(C(=O)/C=C/Nc2ccc(S(=O)(=O)Nc3cccc(C(C)=O)c3)cc2)cc1 | 0.1 | 1 | 48%[activator] | 11 | -15 | -0.6% | -5 | -4 | 12 |
| 5 | Cc1ccc(-c2cc(C(=O)N3CCCCC3)c3ccccc3n2)cc1C | -0.1 | 35* | ? | -6 | 43 | -2.4% | 3 | 7 | -22 |
| 6 | COc1ccc(-c2cn3nc(N4CCC(C(=O)NCc5ccccc5F)CC4)sc3n2)cc1 | 0.4 | -1 | -1% | 4 | 2 | -1.7% | -1 | -1 | -1 |
| 7 | COc1ccc(NC(=O)Cn2c(=O)n(-c3cccc(C)c3)c(=O)c3c2c2cc(C)ccc2n3C)cc1Cl | 0.4 | 2 | 45%[activator] | -12 | 0 | 7.4% | 0 | -6 | nt |
| 8 | Cc1ccc(C(=O)CCC(=O)OCC(=O)Nc2nnc(-c3ccccc3)o2)cc1 | 0.5 | 4 | nt | 8 | -50* | -1.6% | -2 | 40* | -23 |
| 9 | CC(=O)c1cccc(CN2CCN(CC=C(C)C)C(CCO)C2)c1 (stereo not given) | 0.5 | 2 | -4% | -19 | 13 | 0.3% | -4 | 2 | 14 |
| 10 | COC(=O)c1ccc(C2C(C(=O)Nc3ccccc3C)=C(C)Nc3ncnn32)cc1 (stereo not given) | -0.2 | 3 | -6% | -10 | -6 | 0.0% | -5 | -3 | -16 |
| 11 | CCOC(=O)c1ccc(NC(=S)N2CCN(c3ccc(N4CCOCC4)nn3)CC2)cc1 | -0.7 | 1 | 3% | -5 | -3 | ? | -1 | 5 | -8 |
| 12 | Cc1cc(C(F)(F)F)c2c(n1)sc1c(O)cc(=O)[nH]c12 | -0.4 | 2 | -6% | -3 | 1 | 8.4% | -6 | 5 | -11 |
| 13 | COc1ccc(S(=O)(=O)N2CCN(c3cccc(C)c3C)CC2)cc1 | 0.1 | 6 | 103%[activator] | -15 | -2 | 0.0% | -2 | -7 | -27 |
| 14 | Cc1cc(C)c(NC(=O)CS(=O)CC(=O)Nc2ccc(F)cc2F)c(C)c1 (stereo not given) | 0.6 | 1 | 9% | 14 | -5 | -20% | -7 | 4 | -3 |
| 15 | CCCN(CCC)Cc1cc2ccccc2c2c1COC2 | -0.2 | 0 | -8% | -14 | -3 | 2.0% | -7 | 1 | -5 |
| 16 | CCCc1nn2c(=O)cc(CSCC(=O)Nc3nnc(C(C)C)s3)nc2s1 | -0.1 | 6 | -5% | 5 | -7 | -0.9% | 1 | 1 | 2 |
| 17 | Nc1nc(CN2CCN(Cc3ccccc3)CC2)nc(Nc2ccc3c(c2)OCCO3)n1 | -1.0 | 1 | 0% | -19 | -6 | -1.8% | -6 | -3 | -15 |
| 18 | Cc1nc(NC(=O)COC(=O)c2ccc(S(=O)(=O)N3CCc4ccccc4C3)cc2)c(Cl)cc1Cl | 0.3 | 1 | -7% | -3 | 1 | 0.4% | -1 | -8 | -11 |
| 19 | COc1cc2c3nnc(-c4ccc(F)cc4)c-3cn(Cc3ccc(F)cc3)c2cc1OC | -0.4 | 2 | 97%[activator] | 2 | -37* | 0.4% | -10 | -3 | 0 |
| 20 | Cc1ccc2nc(-c3cccs3)c(Nc3c(C)cccc3C)n2c1 | -0.6 | 10 | 35%[activator] | nt | 22 | 4.6% | 3 | -4 | -37 |
| 21 | COc1ccc(NC(=O)CCS(=O)(=O)c2ccc3c(c2)n(C)c(=O)c(=O)n3C)cc1Cl | 0.9 | 0 | 1% | 1 | 7 | 0.2% | -2 | -7 | 1 |
| 22 | CC(C)CN(C(=O)c1ccc(F)cc1F)c1c(N)n(CC(C)C)c(=O)[nH]c1=O | 0.3 | 4 | -8% | -11 | 8 | -1.0% | 0 | -2 | 19 |
| 23 | Cc1cc2oc(=O)cc(CN3CCN(C/C=C/c4ccccc4)CC3)c2cc1O | -1.1 | 28 | -1% | 5 | -9 | -0.4% | -6 | 16 | nt |
| 24 | Cc1cc2nnc(SC(C)C)n2c2ccccc12 | -0.1 | -1 | 5% | -4 | 5 | 4.2% | -4 | -3 | 2 |
| 25 | O=c1nc(N2CCCC2)nc(N2CCCC2)[nH]1 | 0.4 | 2 | -1% | 9 | -3 | 1.3% | -3 | 8 | 1 |
| 26 | O=C(O)COc1ccc(/C=C/c2nc3ccc([N+](=O)[O-])cc3s2)cc1 | 4.3 | 10 | -1% | 10 | -4 | 8.3% | -4 | -2 | -3 |
| 27 | COc1cc(NC(=O)c2cc(C)on2)cc(OC)c1OC | 0.0 | 0 | -3% | -6 | 8 | 0.7% | -1 | -4 | 1 |
| 28 | Nc1nnnn1CC(=O)N/N=C/c1ccccn1 | 0.7 | 2 | -4% | 0 | 6 | -0.6% | -2 | 0 | -3 |
| 29 | CC(C)(C)C(=O)Oc1cc(N)n(S(=O)(=O)c2ccc(F)cc2)n1 | 0.0 | 4 | -22% | -6 | 4 | -2.0% | -1 | -15 | 7 |
| 30 | CC(=O)c1cccc(CN2CCN(Cc3ccc(F)cc3)C(CCO)C2)c1 (stereo not given) | -0.8 | 4 | -9% | -9 | -15 | -0.2% | -4 | -2 | -2 |
| 31 | O=C(Nc1nc2n(n1)C(c1ccc(F)cc1)CC(c1ccccc1)N2)c1ccco1 (stereo not given) | 0.7 | 1 | 8% | -2 | 1 | 0.6% | 4 | -4 | 4 |
| 32 | Cc1sc2ncn(CC(=O)NCCc3ccccc3)c(=O)c2c1C | -0.7 | 3 | -13% | 0 | 7 | 0.3% | 1 | 7 | -9 |
| 33 | O=C(CC1Sc2ccccc2NC1=O)Nc1cccc(C(=O)O)c1 (stereo not given) | 0.2 | 1 | 2% | -6 | -2 | -0.3% | 4 | 4 | nt |
| 34 | Cc1ccc(S(=O)(=O)Nc2nccs2)cc1[N+](=O)[O-] | 0.7 | 2 | -12% | 13 | -9 | -0.1% | 4 | 25 | -8 |
| 35 | CN(C)C(CNC(=O)c1ccc(NC(=O)CC#N)cc1)c1ccccc1 (stereo not given) | 0.9 | 1 | -2% | 18 | -12 | -0.5% | -3 | 4 | -14 |
| 36 | O=C(CNC1CCCC1)Nc1ccc(S(=O)(=O)N2CCCCC2)cc1 | 0.5 | 1 | -9% | nt | 2 | -2.1% | -8 | -3 | 2 |

Another view of 4 compounds above.
(27) COc1cc(NC(=O)c2cc(C)on2)cc(OC)c1OC
- TRHR ag = 0.0
- D1 ag = 0
- Apoferritin bind = -3%
- D2 potentiator = -6
- D1 antag = 8
- RXFP1 ag = 0.7%
- D1 PAM = -1
- TRHR PAM = -4
- RXFP1 antag = 1
(28) Nc1nnnn1CC(=O)N/N=C/c1ccccn1
- TRHR ag = 0.7
- D1 ag = 2
- Apoferritin bind = -4%
- D2 potentiator = 0
- D1 antag = 6
- RXFP1 ag = -0.6%
- D1 PAM = -2
- TRHR PAM = 0
- RXFP1 antag = -3
(29) CC(C)(C)C(=O)Oc1cc(N)n(S(=O)(=O)c2ccc(F)cc2)n1
- TRHR ag = 0.0
- D1 ag = 4
- Apoferritin bind = -22%
- D2 potentiator = -6
- D1 antag = 4
- RXFP1 ag = -2.0%
- D1 PAM = -1
- TRHR PAM = -15
- RXFP1 antag = 7
(30) CC(=O)c1cccc(CN2CCN(Cc3ccc(F)cc3)C(CCO)C2)c1 (stereo not given)
- TRHR ag = -0.8
- D1 ag = 4
- Apoferritin bind = -9%
- D2 potentiator = -9
- D1 antag = -15
- RXFP1 ag = -0.2%
- D1 PAM = -4
- TRHR PAM = -2
- RXFP1 antag = -2

The list goes on:
| cpd | Compound | TRHR ag | D1 ag | Apoferritin bind | D2 potentiator | D1 antag | RXFP1 ag | D1 PAM | TRHR PAM | RXFP1 antag |
| --- | --- | --- | --- | --- | --- | --- | --- | --- | --- | --- |
| 37 | COc1ccc(NC(=O)c2cc(-c3ccccc3OC)on2)cc1 | 0.0 | 3 | -15% | -27 | -7 | -0.1% | -4 | -16 | -12 |
| 38 | O=C(Cc1ccc(-n2cnnn2)cc1)NC12CC3CC(CC(C3)C1)C2 | 0.3 | -2 | ? | -2 | -15 | -1.3% | -1 | 14 | 5 |
| 39 | O=C(Nc1ccc(F)cc1)C1CCN(S(=O)(=O)c2ccc3c(c2)CCCN3C(=O)C2CCC2)CC1 | 0.1 | 0 | 7% | -7 | -22 | 0.0% | -6 | -2 | -7 |
| 40 | COc1ccc(C(CNC(=O)COc2ccc(Cl)c(C)c2)N2CCOCC2)cc1 (stereo not given) | -0.4 | -2 | -1% | -18 | -4 | -0.5% | 1 | 6 | -11 |
| 41 | Cc1ccc(N2CCN(CC(O)COc3cccc4ccccc34)CC2)cc1 (stereo not given) | -0.8 | 1 | -3% | -18 | 6 | 2.3% | 10 | 4 | 7 |
| 42 | COc1cnn(Cc2ccccc2)c(=O)c1SCc1ccccc1 | 0.1 | 1 | -10% | 4 | -11 | -1.0% | -1 | 14 | -10 |
| 43 | CCN1CCN(C(=O)Cn2ncc3c4ccccc4n(Cc4ccccc4)c3c2=O)CC1 | 0.3 | 1 | -7% | -1 | 12 | 5.2% | -1 | -6 | -6 |
| 44 | COc1ccc(C)cc1NS(=O)(=O)c1cn(C)c(=O)n(C)c1=O | 1.1 | 2 | -7% | -4 | -5 | -0.4% | -1 | -2 | -10 |
| 45 | Cc1ccc(O)c(N/C=C/C(=O)c2ccc(F)cc2)c1 | 0.4 | 4 | -17% | 3 | -17 | -0.1% | -6 | -2 | -3 |
| 46 | O=C(O)CCCC(=O)Nc1ccccc1Oc1ccccc1 | 0.4 | 1 | -9% | 9 | 15 | 0.2% | 1 | -3 | -11 |
| 47 | C/C(=N/NS(=O)(=O)c1cccc([N+](=O)[O-])c1)c1c[nH]c2ccccc12 | 0.3 | 3 | -7% | -2 | -13 | 1.4% | -4 | -6 | 3 |
| 48 | COC(=O)c1cc2cc(OC)ccc2n1C | -1.4 | -1 | nt | -7 | nt | 1.6% | 8 | -2 | nt |
| 49 | Cc1cc(C)cc(NC(=O)C2CC3CCC2C3)c1 (stereo not given) | -1.2 | 8 | ? | -16 | -3 | 2.5% | -11 | 9 | -9 |
